# Screening data (PubChem)
# CXCR6 block = inhibitors of human CXCR6 receptor | inhibition, % at 20 µM | AID 602244 | O00574 | hit rate 0.36% among 360,000 | CHO-K1 PathHunter CXCR6 beta-arrestin, luminescence; in the data active = inhibition above about 34%, passing the limit was not always enough;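 note: antagonist mode with CXCL16 agonist at 10 nM final; 0% = 10 nM CXCL16 with DMSO and 100% = unstimulated wells without agonist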
# Target sequence (O00574 whole entry, looked up): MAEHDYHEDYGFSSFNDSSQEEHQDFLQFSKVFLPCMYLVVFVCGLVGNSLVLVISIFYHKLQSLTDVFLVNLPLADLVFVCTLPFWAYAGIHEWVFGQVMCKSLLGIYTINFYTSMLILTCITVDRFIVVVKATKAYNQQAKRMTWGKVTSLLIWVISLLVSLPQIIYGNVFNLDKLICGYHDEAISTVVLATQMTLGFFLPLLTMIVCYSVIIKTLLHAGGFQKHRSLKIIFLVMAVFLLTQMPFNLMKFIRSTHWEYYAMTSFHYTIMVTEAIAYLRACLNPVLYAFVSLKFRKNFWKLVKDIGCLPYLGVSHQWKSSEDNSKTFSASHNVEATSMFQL
# Jurkat NFkB inh = lowers PMA/ionomycin-induced NF-kB signal in Jurkat cells | hit rate 0.53% among 330,000 | inhibition, % at 4 µM | PMA/ionomycin-induced NF-kB luciferase reporter, luminescence; in the data active = inhibition above about 50%
# CCR6 antagonist = CCR6 (human) receptor antagonism | P51684 | hit rate 0.49% among 340,000 | CHO-K1 CCR6 PathHunter beta-arrestin, luminescence, CCL20-stimulated | inhibition, % at 20 µM;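 active = compounds whose inhibition of the agonist-driven luminescence signal at 20 µM reaches about 50%, limit read from the data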;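 note: cells stimulated with CCL20 at 14 nM final; plate controls were DMSO with CCL20 for no effect and DMSO without agonist for full effect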
# Target sequence (P51684 whole entry, looked up): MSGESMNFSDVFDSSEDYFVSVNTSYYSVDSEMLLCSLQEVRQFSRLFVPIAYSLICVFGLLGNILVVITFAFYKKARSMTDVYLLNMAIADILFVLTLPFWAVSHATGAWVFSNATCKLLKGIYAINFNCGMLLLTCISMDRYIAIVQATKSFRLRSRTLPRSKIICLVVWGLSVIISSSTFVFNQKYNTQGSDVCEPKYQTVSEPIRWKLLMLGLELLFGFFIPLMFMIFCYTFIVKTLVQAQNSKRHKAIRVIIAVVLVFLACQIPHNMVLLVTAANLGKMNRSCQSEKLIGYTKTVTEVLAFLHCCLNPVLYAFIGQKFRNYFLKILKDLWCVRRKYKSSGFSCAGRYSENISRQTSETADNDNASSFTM
# Gli-Sufu block = blocks Gli-Sufu signaling in a luciferase reporter; Sufu-KO-LIGHT fibroblasts, Gli luciferase reporter luminescence; inhibition, % at 5 µM; hit rate 0.74% among 340,000; AID 588413;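 active = inhibition above about 55%, limit read from the data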;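 note: 0% = DMSO-treated cells and 100% = wells with medium but no cells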
# CHOP UPR activ = activators of apoptotic arm of unfolded protein response (CHOP) | hit rate 0.34% among 330,000 | CHO-CHOP luciferase reporter, UPR activation, luminescence; percent of tunicamycin response over DMSO baseline | AID 449763 | activation, % at 10 µM;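 active = at 10 µM dose, activation of 40% or more, normalized to positive control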;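 note: 100% = tunicamycin at 10 µg/mL and 0% = DMSO alone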
#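 Test system: CHO CHOP reporter cells. Input: 500 CHO-CHOP cells per well. Medium: F12 with 10% FBS. Technique: luciferase luminescence. Measure: percent activation relative to tunicamycin control. Dosing: 10 µM compound, 0.5% DMSO. Timing: 16-18 h cell attachment, then 6 h compound exposure, 37 °C.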
# 697 NFkB inh = inhibitors of the PMA/ionomycin-induced NF-kB reporter in 697 B cells | 697 B-cell NF-kB luciferase reporter, 16 h | inhibition, % at 4 µM | hit rate 0.33% among 330,000 | AID 435022; in the data active = inhibition above about 35%
# EBI2 antag = EBI2 (human) antagonism; P32249; EBI2 beta-arrestin recruitment, luminescence, 7a,25-OHC stimulated; inhibition, % at 5 µM; hit rate 0.81% among 360,000; AID 651636; in the data active = inhibition above about 38%;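 note: enzyme fragment complementation signal reports receptor beta-arrestin coupling in cells; 0% = agonist plus DMSO wells and 100% = wells without agonist; some results beyond the cut were filed as inactive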
# Target sequence (P32249 whole entry, looked up, the tested form may be a part): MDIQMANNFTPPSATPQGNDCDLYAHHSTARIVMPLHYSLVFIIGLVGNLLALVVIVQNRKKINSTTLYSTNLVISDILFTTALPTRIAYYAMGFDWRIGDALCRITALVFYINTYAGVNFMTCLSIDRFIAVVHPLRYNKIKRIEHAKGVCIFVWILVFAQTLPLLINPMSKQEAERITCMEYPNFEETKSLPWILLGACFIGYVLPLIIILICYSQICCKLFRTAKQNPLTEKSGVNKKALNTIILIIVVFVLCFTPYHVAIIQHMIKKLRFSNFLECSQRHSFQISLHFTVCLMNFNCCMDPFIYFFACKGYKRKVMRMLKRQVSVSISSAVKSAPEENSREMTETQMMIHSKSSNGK
# UPR XBP1 act = adaptive UPR (XBP1) activation; CHO-XBP1 luciferase reporter, IRE1-XBP1 UPR activation, luminescence; percent of tunicamycin response, DMSO as zero; activation, % at 20 µM; hit rate 0.33% among 330,000;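 active = versus positive control, 20 µM dose yields 30% or more activation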;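 note: 100% = tunicamycin at 10 µg/mL and 0% = DMSO only wells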
#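 Test system: CHO-XBP1 luciferase reporter cells | Buffer or medium: Serum-containing F12 medium, 10% FBS | Schedule: 6 h compound exposure at 37 °C, 5% CO2 | Detection: Steady-Glo luciferase glow luminescence, 10 min after reagent addition | Read-out basis: Activation, % of tunicamycin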
# Mdm2 MdmX PPI = inhibitors of human Mdm2/MdmX interaction; O15151+Q00987; SaOS-2 split-luciferase Mdm2/MdmX complementation, luminescence; inhibition, % at 8 µM; hit rate 3% among 330,000; AID 485346;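 active = inhibition of at least 50% at 8 µM in the primary screen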
# * hit, by the source's call; nt = not tested or not shown.
[1] CCCC(=O)c1ccc(N2CCCC2)c(F)c1
[2] O=C(CN1CCN(S(=O)(=O)c2ccc(F)cc2)CC1)c1ccc(O)c(O)c1
[3] CCCCC(=O)Nc1nnc(C)s1
[4] Cc1ccccc1Cc1ccc(Cl)nn1
[5] CC(NCC(=O)Nc1ccccc1C(=O)NC1CC1)c1ccc(S(C)(=O)=O)cc1 (stereo not drawn)
[6] Cc1nnc(-c2cnn(-c3ccccc3)c2N)n1Cc1ccc(F)cc1
assay / entry,1,2,3,4,5,6
CXCR6 block,-6.6,10.7,-1.0,-3.1,-2.7,3.4
Jurkat NFkB inh,-41.9,-6.4,7.2,-5.1,-11.8,-4.8
CCR6 antagonist,2.5,-0.1,3.2,-11.0,9.8,-2.4
Gli-Sufu block,-36.5,-0.1,22.7,-5.0,-15.2,7.1
CHOP UPR activ,3.8,10.1,-1.1,-1.7,0.6,1.3
697 NFkB inh,-29.7,-24.4,5.2,-1.0,2.7,-5.8
EBI2 antag,0.9,-5.6,1.4,-0.5,-7.8,-15.9
UPR XBP1 act,0.0,27.0,-5.5,-1.8,0.4,1.9
Mdm2 MdmX PPI,-9.9,-16.0,10.5,6.3,14.2,10.1

[7] O=C(CBr)c1ccc([N+](=O)[O-])c(CS(=O)(=O)c2ccc(Cl)cc2)c1
[8] CCCN(CC(=O)Nc1ccccc1OC)C(=O)c1cc(-c2cccs2)nn1-c1ccccc1
[9] CCOC(=O)N1CCN(Cc2nc3cc([N+](=O)[O-])ccc3n2C)CC1
[10] CCOC(=O)c1cn[nH]c1NC(=S)Nc1ccc(Cl)cc1
[11] CCOP(=O)(Cc1ccc(C(C)(C)CC(C)=O)o1)OCC
[12] CCNC(=O)c1ccc(C2SCC(=O)N2CCc2ccccc2)cc1 (stereo not drawn)
assay / entry,7,8,9,10,11,12
CXCR6 block,-4.7,-4.1,-2.2,-1.1,8.2,-3.6
Jurkat NFkB inh,-7.8,-1.2,-11.0,-184.5,-14.0,-2.0
CCR6 antagonist,-1.4,13.1,13.1,3.1,7.5,2.4
Gli-Sufu block,4.8,5.8,-14.1,-71.7,2.8,1.9
CHOP UPR activ,-0.5,-0.1,-1.0,0.8,-1.0,-2.0
697 NFkB inh,-19.2,-0.8,-11.5,-449.1,17.5,-10.1
EBI2 antag,-6.5,9.6,10.0,-1.4,-10.4,4.3
UPR XBP1 act,0.1,-0.9,-2.6,-4.0,-3.5,-1.7
Mdm2 MdmX PPI,-3.5,10.0,-27.0,-27.4,11.9,-2.7

[13] CCC(=O)N1c2ccccc2C(N(C(=O)CC)c2ccccc2)CC1C (stereo not drawn)
[14] COc1ccccc1C(c1nnnn1CCc1ccccc1)N1CCN(c2ccccc2)CC1 (stereo not drawn)
[15] Cc1nnc(NC(=O)CSc2ccccn2)s1
[16] O=C(Nc1sc2c(c1-c1nc3ccccc3[nH]1)CCCC2)C1CCCC1
[17] CCOP(=O)(OCC)/C(C#N)=C(\O)c1ccc(OC)cc1
[18] Cn1cc(-c2ccccc2C(N)=O)c(=O)c2ccccc21
assay / entry,13,14,15,16,17,18
CXCR6 block,1.4,4.2,2.2,0.5,-10.0,-3.8
Jurkat NFkB inh,0.1,-4.3,-1.2,-22.3,-0.5,0.3
CCR6 antagonist,1.1,19.8,18.1,7.4,6.0,0.5
Gli-Sufu block,14.3,23.7,-3.5,7.5,-6.4,-2.1
CHOP UPR activ,0.7,0.5,-2.0,1.7,-1.2,-0.6
697 NFkB inh,12.6,-3.9,-17.6,-8.9,9.8,0.3
EBI2 antag,3.5,16.8,-1.8,3.8,-3.5,-4.3
UPR XBP1 act,1.5,-1.8,-0.6,0.5,-2.8,1.9
Mdm2 MdmX PPI,27.4,24.1,12.4,-8.4,-4.1,-1.1

[19] CCOC(=O)c1c(Nc2ccccc2N)cc(C)nc1C
[20] CC(=O)Nc1ccc(OS(=O)(=O)c2ccc(Cl)cc2)cc1
[21] COc1cccc(NC(=O)COC(=O)C2C3CC4OC(=O)C2C4C3)c1 (stereo not drawn)
[22] N#Cc1c(F)cccc1N1CCC(C#N)CC1
[23] CO/N=C(\C)C(Cc1ccc(Cl)nc1)Cc1ccc(Cl)nc1
[24] O=C(O)c1cccc2c1C(=O)c1ccccc1C2=O
assay / entry,19,20,21,22,23,24
CXCR6 block,-4.7,0.5,0.3,0.7,-1.8,-10.7
Jurkat NFkB inh,-7.6,-13.1,-6.2,0.4,-0.3,-3.4
CCR6 antagonist,8.0,9.2,-1.7,0.9,1.4,10.7
Gli-Sufu block,33.5,-6.7,2.2,10.7,7.5,5.7
CHOP UPR activ,-1.1,-0.2,4.3,-1.1,-0.6,-1.0
697 NFkB inh,-8.8,4.1,2.6,6.8,-8.4,-11.0
EBI2 antag,-12.3,9.9,1.2,4.5,1.4,-1.5
UPR XBP1 act,-2.0,-2.4,-3.5,-0.9,-2.7,1.3
Mdm2 MdmX PPI,1.2,15.6,-19.6,37.0,9.4,7.1

# 4 compounds picked at random from the list so far:
[24] O=C(O)c1cccc2c1C(=O)c1ccccc1C2=O
[21] COc1cccc(NC(=O)COC(=O)C2C3CC4OC(=O)C2C4C3)c1 (stereo not drawn)
[20] CC(=O)Nc1ccc(OS(=O)(=O)c2ccc(Cl)cc2)cc1
[19] CCOC(=O)c1c(Nc2ccccc2N)cc(C)nc1C
assay / entry,24,21,20,19
CXCR6 block,-10.7,0.3,0.5,-4.7
Jurkat NFkB inh,-3.4,-6.2,-13.1,-7.6
CCR6 antagonist,10.7,-1.7,9.2,8.0
Gli-Sufu block,5.7,2.2,-6.7,33.5
CHOP UPR activ,-1.0,4.3,-0.2,-1.1
697 NFkB inh,-11.0,2.6,4.1,-8.8
EBI2 antag,-1.5,1.2,9.9,-12.3
UPR XBP1 act,1.3,-3.5,-2.4,-2.0
Mdm2 MdmX PPI,7.1,-19.6,15.6,1.2

# Further structures:
[25] CCNC(=S)NS(=O)(=O)c1ccc(C)cc1
[26] CSc1cccc(NC(=O)CSc2nnc(C)s2)c1
[27] Cn1c(CN2CCOCC2)nc2cc(NC(=O)c3ccc(F)cc3)ccc21
[28] CC(C)c1ccc(/C=c2\sc3n(c2=O)C(N)=C(C#N)C(c2ccc(C(C)C)cc2)C=3C(N)=O)cc1 (stereo not drawn)
[29] CCN(c1ccccc1)S(=O)(=O)c1ccc(C(=O)Nc2cccc(C)n2)cc1
[30] CCOC(=O)c1cnc2c(c(C)nn2C)c1Oc1ccc(OC)cc1
assay / entry,25,26,27,28,29,30
CXCR6 block,8.7,-10.5,-0.1,-3.8,1.4,7.2
Jurkat NFkB inh,1.6,4.9,-13.5,nt,2.7,-8.4
CCR6 antagonist,14.6,4.1,-2.7,0.8,20.4,8.9
Gli-Sufu block,1.1,-4.8,-2.0,1.7,9.4,-1.3
CHOP UPR activ,1.4,0.4,3.4,nt,-1.2,0.1
697 NFkB inh,13.1,14.2,-58.1,nt,-15.1,-24.1
EBI2 antag,4.2,0.3,-0.7,-13.4,16.7,12.2
UPR XBP1 act,-0.7,0.8,-1.9,nt,-1.5,4.5
Mdm2 MdmX PPI,5.8,15.7,11.3,nt,20.0,3.5

[31] COc1ccc(C)cc1NC(=O)C1CCCN(S(=O)(=O)c2cccc3nonc23)C1 (stereo not drawn)
[32] CC(=O)Nc1ccc(S(=O)(=O)NN=Cc2ccc(Cl)c(Cl)c2)cc1
[33] CCC(=O)N1CCN=C1SCc1cc(C)ccc1C
[34] Cn1c(SCC(=O)Nc2ccc(N3CCOCC3)cc2)nnc1-c1ccccc1
[35] O=C(NC1CCCCC1)C(=S)N1CCCC1
[36] COc1cc(C)c(S(=O)(=O)N2CCOCC2)cc1C
assay / entry,31,32,33,34,35,36
CXCR6 block,9.0,5.3,-7.1,-10.4,2.7,1.8
Jurkat NFkB inh,8.9,nt,1.1,-16.1,2.9,-15.7
CCR6 antagonist,9.7,23.9,7.2,11.4,-11.7,13.4
Gli-Sufu block,1.1,3.2,3.2,-6.1,18.8,2.0
CHOP UPR activ,4.5,nt,-1.1,0.4,-3.0,-1.7
697 NFkB inh,-4.3,nt,-2.0,-20.3,-2.0,10.4
EBI2 antag,-1.9,5.8,4.1,-14.5,-11.1,-4.8
UPR XBP1 act,-0.6,nt,-3.0,1.7,0.2,-2.9
Mdm2 MdmX PPI,-10.2,nt,11.0,17.4,-1.1,12.0

[37] Cc1cc(C)cc(N(CC(=O)NC(C)(C)C)C(=O)CCC(=O)Nc2ccccn2)c1
[38] CC(C)N(CCCNC(=O)c1ccc(CS(=O)(=O)c2c(Cl)cccc2Cl)o1)Cc1ccccc1
[39] Cc1ccccc1OCC(=O)Nc1nnc(-c2ccco2)s1
[40] CCCCC(=O)NC(c1ccc(N(CC)CC)cc1)c1ccc2cccnc2c1O (stereo not drawn)
[41] O=S(=O)(NCCNc1ncc(C(F)(F)F)cc1Cl)C(F)(F)F
[42] O=C(NCc1ccccn1)C(C(=O)c1cccc([N+](=O)[O-])c1)n1cc(Cl)ccc1=O (stereo not drawn)
assay / entry,37,38,39,40,41,42
CXCR6 block,-6.3,3.5,-7.4,16.2,-6.3,-6.5
Jurkat NFkB inh,-0.6,-18.0,-9.9,64.2*,-1.1,-6.1
CCR6 antagonist,10.5,19.4,6.5,40.5,-12.4,3.3
Gli-Sufu block,6.4,28.3,4.9,93.5*,-4.9,-4.7
CHOP UPR activ,3.3,1.6,0.5,3.5,1.8,-0.7
697 NFkB inh,-1.5,-24.4,4.6,-35.0,-24.1,1.4
EBI2 antag,2.3,-11.4,-4.5,10.5,-9.2,-3.6
UPR XBP1 act,-3.0,-1.8,0.2,-1.6,0.4,-3.5
Mdm2 MdmX PPI,17.7,5.0,9.1,82.5*,-20.3,-12.9

[43] CC(=O)c1cccc(NC(=O)N2CCCC2C(=O)NCc2ccc3c(c2)OCO3)c1 (stereo not drawn)
[44] Cc1ccc(NC(=O)c2oc3ccc(S(=O)(=O)N4CCC5(CC4)OCCO5)cc3c2C)cc1C
[45] Cc1cc(N2CC(C(=O)NCc3cccnc3)CC2=O)ccc1C(C)C (stereo not drawn)
[46] O=S(=O)(NC1CCCCC1NS(=O)(=O)c1ccc(F)cc1)c1ccc(F)cc1 (stereo not drawn)
[47] CCOC(=O)Cc1csc(NC(=O)Cc2ccc([N+](=O)[O-])cc2)n1
[48] O=c1oc2ccccc2cc1-c1csc(Nc2nc3c(F)cccc3s2)n1
[49] O=C(OC1CCOC1=O)c1ccc(N2CCCC2)c([N+](=O)[O-])c1 (stereo not drawn)
[50] CCCCCOc1ccc(C(C)(O)C(CN2CCOCC2)c2ccccc2)cc1 (stereo not drawn)
[51] CCOC(=O)CC(NC(=O)Cn1nnc(-c2ccccc2)n1)c1ccc(OC)cc1 (stereo not drawn)
assay / entry,43,44,45,46,47,48,49,50,51
CXCR6 block,0.7,-5.9,-4.0,0.4,-6.9,14.7,-0.2,4.6,-2.3
Jurkat NFkB inh,-2.0,7.7,4.6,8.0,-3.3,-26.3,-8.4,-0.8,-7.5
CCR6 antagonist,6.7,5.3,4.2,16.0,-1.1,24.1,9.9,7.5,0.9
Gli-Sufu block,18.8,-6.7,5.0,-1.6,-3.7,-8.8,9.5,-3.1,4.9
CHOP UPR activ,0.6,8.7,3.6,-1.3,-2.7,2.0,-1.2,3.4,-0.2
697 NFkB inh,-4.9,-13.6,-0.9,16.3,5.8,-86.8,8.5,16.6,-6.6
EBI2 antag,4.5,-4.8,7.4,-8.1,8.8,24.4,0.2,10.3,-2.2
UPR XBP1 act,-0.6,3.5,-0.5,-0.3,-1.5,2.0,-1.0,-1.2,-0.1
Mdm2 MdmX PPI,12.5,23.2,18.8,3.3,34.1,70.3*,-11.3,-0.6,16.5
